Screening data as filed in PubChem BioAssay.
Insulin prom up = MIN6 insulin promoter up-regulation. MIN6 insulin promoter-GFP reporter, high-content imaging; hits give high values. z-score at 5 µM. 190,000 tested, 0.3% active;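 active means z-score above 3 at 5 µM with at least 500 cells counted in the well; inconclusive means wells under 500 cells, flagged as cytotoxic or low count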
PMI inhibition = human PMI inhibitors, high substrate, primary screen, biochemical, fluorescence intensity, high mannose 6-phosphate (AID 1220). recombinant PMI enzyme, coupled fluorescence intensity; higher % means a stronger effect. inhibition, % at 20 µM; hits with a dose series show IC50 in µM. 190,000 tested, 0.66% active
West Nile virus CPE = inhibition of WNV-induced cytopathic effect – cell-based, CPE readout (AID 1621); West Nile virus-infected cells, CPE inhibition; higher % means a stronger effect; 290,000 tested, 0.02% active; CPE inhibition, % at 10 µM, or IC50 in µM where a hit was titrated; in the data active means a potency from the dose series; inconclusive means CPE inhibition mostly from about 3.7% at the one dose, without a potency; inactive means the rest, 99 in 100 with CPE inhibition below about 2.2%; further: strong numbers were not always called active
PMI inhibitors = inhibitors of human PMI, primary screen, biochemical, fluorescence intensity, coupled assay (AID 1209). purified PMI enzyme, coupled fluorescence intensity; higher % means a stronger effect. one-dose inhibition, % at 20 µM; IC50 in µM for titrated hits. 190,000 tested, 0.42% active;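 further: plate controls were DMSO vehicle for no effect and wells lacking substrate for full effect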
RSV antiviral HEp-2 = inhibition of RSV-induced cytopathic effect – HEp-2 cells, primary 10 µM value included (AID 2391). HEp-2 cells, RSV-induced CPE inhibition; higher % means a stronger effect. CPE inhibition, % at 10 µM; hits with a dose series show IC50 in µM. 310,000 tested, 0.13% active; in the data active means a potency from the dose series; inconclusive means CPE inhibition mostly from about 23% at the one dose, without a potency; inactive means the rest, 99 in 100 with CPE inhibition below about 21%; further: strong numbers were not always called active
TNAP activators = human TNAP enzyme activators, primary screen, biochemical, luminescent, no phosphate acceptor, uHTS (AID 1001). purified TNAP, luminescent activation assay, no phosphate acceptor; higher activation fold means a stronger effect. 200,000 tested, 0.03% active. activation fold at 20 µM, or EC50 in µM where a hit was titrated; in the data active means activation fold from about 3, or a potency from the dose series; inactive means the rest, 99 in 100 with activation fold below about 1.6; further: many of its hits are not listed in these tables
Large T inhibition = SV40 large T antigen inhibitors, biochemical (AID 1903); SV40 large T antigen ATPase/helicase inhibition assay; higher % means a stronger effect; inhibition, % at 20 µM; hits with a dose series show IC50 in µM; 310,000 tested, 0.39% active; in the data active means a potency from the dose series; inconclusive means inhibition mostly from about 32% at the one dose, without a potency; inactive means the rest, 99 in 100 with inhibition below about 32%; further: strong numbers were not always called active
ER stress rescue = rescue of cells from ER stress-induced death, primary screen, 384-well, CSM14.1, thapsigargin, ATP luminescence (AID 1222); cellular ATP content (survival), % at 20 µM, or EC50 in µM where a hit was titrated; CSM14.1 thapsigargin-induced death rescue, ATP luminescence; higher % means a stronger effect; 190,000 tested, under 10 active;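 active means EC50 below 50 µM in the dose-response confirmation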;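 further: death triggered by thapsigargin at about 15 µM added after 2 h compound pretreatment; cell ATP read after overnight thapsigargin exposure of roughly 18 to 22 hours; normalized against plate controls of thapsigargin alone and 5% DMSO vehicle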
Salmonella PhoP GFP = inhibitors of PhoP regulon expression, primary screen, Salmonella Typhimurium, GFP reporter (AID 1863); S. Typhimurium PhoP-regulated promoter GFP reporter, 4 h; higher % means a stronger effect; 300,000 tested, 0.16% active; one-dose inhibition, % at 50 µM; IC50 in µM for titrated hits;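 active means inhibition over 29.93%, a cutoff 3 SD above the screen mean, later confirmed by dose response; inconclusive means inhibition over 29.93% but no dose response follow-up; inactive means inhibition at most 29.93% or unconfirmed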;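 further: 0% = low Mg2+ inducing control and 100% = high Mg2+ repressing control; strong numbers were not always called active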
Insulin prom up cell count = recorded beside Insulin prom up, whose call it bears; cell count; measured here: cytotoxicity, nuclei count;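 total cells summed across four imaged fields per well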
An asterisk follows results filed as active; ? = inconclusive; / = not tested or not shown. Unless noted, no stated cut-off is given here; in the data, active means inhibition above about 50%; inactive means the rest.

SMILES	Insulin prom up	Insulin prom up cell count	PMI inhibition	West Nile virus CPE	PMI inhibitors	RSV antiviral HEp-2	TNAP activators	Large T inhibition	ER stress rescue	Salmonella PhoP GFP
COc1cccc(N(CC(=O)N2CCCC2)S(C)(=O)=O)c1	/	/	/	0.0%	/	0.9%	/	18%	/	6%
CCN(CC)c1ccc(C2N(C(=O)N3CCOCC3)CCN2S(=O)(=O)c2ccc(C)cc2)cc1 (stereo not given)	-0.64	821	7%	-0.3%	14%	1.0%	1	7%	0.5%	17%
CC(C)Oc1ccc(C2c3c(oc4ccccc4c3=O)C(=O)N2CCCN2CCOCC2)cc1 (stereo not given)	0.26	702	0%	-0.3%	11%	0.7%	1	8%	-2.5%	-15%
Cc1ccc(/C=N/NS(=O)(=O)c2ccccc2)o1	-0.03	1274	8%	-0.4%	-5%	1.2%	1.1	12%	10%	16%
Cc1ccnc(NCc2cc(C)ccc2O)c1	/	/	/	-0.8%	/	?	/	9%	/	5%
COc1ccc(CCN(C(=O)c2cccc(F)c2)C2CC(=O)N(c3ccccc3)C2=O)cc1 (stereo not given)	-0.27	1431	1%	-0.6%	3%	0.9%	1	5%	-1.4%	-8%
COc1cc(C)ccc1OCCOc1ccccc1Cl	1.1	1428	14%	0.0%	15%	1.1%	1.1	9%	-0.4%	-4%
CCc1ccc(C2=NN(CCC(=O)NC(C)CCc3ccccc3)C(=O)CC2)cc1 (stereo not given)	-0.43	1143	6%	-0.4%	8%	2.1%	1	7%	1.2%	-1%
Cc1noc(C)c1CSc1nc2sc3c(c2c(=O)n1C)CCCC3	-0.12	1004	7%	-0.5%	13%	4.6%	1.4	3%	2.6%	3%
COc1ccc(N2CCN(C(=O)C(=O)c3cn(CC(=O)N4CCOCC4)c4ccccc34)CC2)cc1	/	/	/	-0.2%	/	0.8%	/	10%	/	5%
CC(=O)N1CCN(Cc2nc3ccc(Cl)cc3n2CCO)CC1	/	/	/	-0.5%	/	0.9%	/	7%	/	8%
NS(=O)(=O)c1ccc(CCNC(=O)c2ccc(NC3=NC4CS(=O)(=O)CC4S3)cc2)cc1 (stereo not given)	/	/	/	-0.3%	/	0.8%	/	4%	/	1%
O=C(CCCc1nc2ccccc2s1)NCc1ccccc1F	-0.04	1450	7%	-1.2%	1%	5.0%	1.1	6%	0.3%	8%
CN(C)c1ccc(N/C(N)=N/c2nc(C(F)(F)F)cc(C(F)(F)F)n2)cc1	-0.31	1209	27%	-1.3%	-1%	1.2%	1	14%	-1.4%	-1%
O=S(=O)(Nc1cccc(Cl)c1)c1ccc2oc(=S)[nH]c2c1	-0.39	1203	-34%	0.3%	-38%	1.5%	1.1	12%	-1.1%	-1%
C[C@@H](C(=O)NCc1ccc(S(C)(=O)=O)cc1)[C@H]1C[C@]1(C)[C@H](NC(=O)OCc1ccccc1)c1ccccc1	-1.4	1022	13%	-0.7%	10%	1.0%	1.1	9%	-2.9%	11%
Cc1ccc2nc(SC(C)C(=O)N3CCOCC3)[nH]c2c1 (stereo not given)	-0.79	1324	-10%	-0.2%	-7%	3.8%	1.1	4%	-9.5%	-5%
CCOC(=O)Cc1csc(NC(=O)c2ccc(OC)c(OC)c2)n1	-0.32	1553	-4%	0.5%	3%	-0.7%	1.1	-2%	-1.0%	-3%
O=c1c(/C=N/O)c(Nc2ccccc2)nc2ccccn12	-0.29	1208	3%	-0.3%	3%	1.1%	1.1	2%	-0.2%	12%
N#Cc1c2c(c(=S)n(-c3ccccc3)c1N)CCCC2	0.94	1246	28%	0.6%	-6%	3.1%	1.2	-2%	-0.6%	-46%
O=C(COC(=O)C1CC(=O)N(C2CCCCC2)C1)c1ccc(F)cc1 (stereo not given)	/	/	2%	-0.4%	4%	0.3%	0.9	-6%	/	-8%
O=C(c1coc2ccc(O)c(CN3CCOCC3)c12)C1CC1	-0.17	1642	3%	-0.2%	1%	-0.6%	1.2	12%	-0.5%	10%
CCNc1nc(NC(C)C)nc(NS(=O)(=O)c2ccc(N)cc2)n1	0.33	882	3%	-0.2%	6%	3.8%	1	1%	-2.0%	0%
Cc1cc(N2CCCC(C(=O)Nc3cccc(Cl)c3)C2)n2ncnc2n1 (stereo not given)	-0.92	1467	9%	-0.9%	15%	6.4%	1.1	24%	0.8%	1%
CCCc1nnc(SCC(=O)Nc2nnc(CC)s2)n1CC1CCCO1 (stereo not given)	/	/	/	-0.3%	/	1.9%	/	15%	/	3%
CC(=O)C1=C(C)NC(SCC(=O)Nc2nc3ccccc3s2)=C(C#N)C1c1ccc(Cl)cc1 (stereo not given)	-1	1175	-23%	-0.8%	-2%	9.2%	1.1	7%	5.0%	-4%
O=C(COC(=O)CCSc1ccc(Cl)cc1)Nc1ccc(F)cc1	/	/	-12%	0.1%	7%	2.3%	0.9	-18%	-3.6%	5%
O=C(CCN(CCO)Cc1ccccc1)Nc1ccc(Br)cc1	-1.2	1058	7%	-1.1%	7%	-1.4%	1.1	5%	-1.8%	27%
O=C(NCc1ccc(F)cc1)c1cnc2n(c1=O)CCS2	-0.39	1120	7%	-0.4%	0%	1.0%	1.1	1%	-1.1%	6%
O=S(=O)(Cc1ccccc1)Oc1ccccc1	/	/	/	0.6%	/	1.7%	/	6%	/	0%
COc1cccc(N2[C@@H](CC(C)=O)c3ccccc3S2(=O)=O)c1	/	/	/	0.3%	/	-0.2%	/	8%	/	-2%
COc1ccc(CNC(=O)c2cc3c(s2)CN(Cc2ccccc2)C3)cc1	0.35	1152	-38%	0.2%	-40%	1.2%	1	7%	-1.0%	3%
CCOc1cc(S(=O)(=O)NCCN2CCOCC2)c(C)cc1C	0.11	1114	0%	-0.1%	8%	1.6%	1.1	-4%	-0.7%	-4%
O=[N+]([O-])c1cccc(N(CC(O)CN2CCCC2)S(=O)(=O)c2ccccc2)c1 (stereo not given)	/	/	/	0.6%	/	0.3%	/	2%	/	2%
CC(=O)NCC(=O)N(C)C(C(=O)Nc1ccc(C(C)C)cc1)c1ccccc1 (stereo not given)	/	/	2%	-0.9%	6%	1.8%	1.1	8%	-0.5%	-11%
CCn1c(-c2nn(-c3ccccc3)ccc2=O)n[nH]c1=S	-0.13	1463	1%	1.4%	-3%	0.3%	0.8	10%	4.2%	1%
CCOC(=O)CSc1n[nH]c(NC(=O)CC)n1	1.1	1381	-5%	0.7%	-11%	3.6%	0.9	5%	-1.2%	7%
CN(C)CCCN(C(=O)COc1ccc(Cl)cc1)c1nc2ccc(F)cc2s1	/	/	-7%	0.1%	-8%	-0.7%	1	8%	-0.5%	5%
CN(C)CCCNc1ccc(-c2cc(Nc3cccc(Cl)c3)ncn2)cn1	-0.82	809	/	0.4%	/	2.5%	/	16%	/	-7%
CC(=O)Nc1ccc(-c2csc(N/N=C(/C)c3ccccc3)n2)cc1	0.07	1002	/	1.4%	/	5.5%	/	38%	/	-3%
COc1ccc(CC(=O)n2[nH]c(=O)cc(C)c2=O)cc1OC	0.16	1329	/	0.2%	/	/	/	14%	/	-10%
CCc1nnc(NC(=O)C(C)N2C(=O)C3C4C=CC(C4)C3C2=O)s1 (stereo not given)	0	1605	-4%	-0.3%	-1%	-0.3%	1.1	15%	-0.9%	-1%
O=C(CSc1nc2ccccc2c(=O)n1Cc1ccc(C(=O)NC2CC2)cc1)NCc1ccco1	-0.96	1310	11%	-1.1%	13%	-1.6%	1.3	3%	-2.3%	-6%
Cc1onc(-c2ccccc2)c1C(=O)Nc1sc2c(c1C(N)=O)CCC2	-0.15	1394	6%	-0.2%	-5%	2.8%	1	11%	2.7%	-1%
Cc1cccc(NC(=O)CCS(=O)(=O)c2ccccc2)c1	/	/	/	0.1%	/	0.8%	/	3%	/	4%

Gathered by group, those above containing a cyano group.
SMILES	Insulin prom up	Insulin prom up cell count	PMI inhibition	West Nile virus CPE	PMI inhibitors	RSV antiviral HEp-2	TNAP activators	Large T inhibition	ER stress rescue	Salmonella PhoP GFP
N#Cc1c2c(c(=S)n(-c3ccccc3)c1N)CCCC2	0.94	1246	28%	0.6%	-6%	3.1%	1.2	-2%	-0.6%	-46%
CC(=O)C1=C(C)NC(SCC(=O)Nc2nc3ccccc3s2)=C(C#N)C1c1ccc(Cl)cc1 (stereo not given)	-1	1175	-23%	-0.8%	-2%	9.2%	1.1	7%	5.0%	-4%

Further compounds follow.
SMILES	Insulin prom up	Insulin prom up cell count	PMI inhibition	West Nile virus CPE	PMI inhibitors	RSV antiviral HEp-2	TNAP activators	Large T inhibition	ER stress rescue	Salmonella PhoP GFP
O=C(/C=C/c1ccccc1)N/C(=C/c1ccccc1)C(=O)Nc1ccccc1O	0.38	1216	13%	-0.5%	12%	7.3%	1.1	13%	0.5%	-5%
COc1ccccc1NC(=S)N1CCC(NC(=O)C23CC4CC(CC(C4)C2)C3)CC1	0.29	1475	6%	-1.2%	3%	0.0%	1.1	3%	-0.1%	-9%
COc1ccc(NC(=O)c2ccc3ccccc3c2)cc1NS(=O)(=O)c1ccc(F)cc1	/	/	18%	-1.1%	22%	5.0%	1.2	14%	21%	-9%
CC(C)OC(=O)c1cc(C(=O)c2cc(Cl)ccc2O)coc1=N	-1	1163	0%	-0.6%	-4%	7.6%	1.1	5%	-0.1%	7%
C/C(=N\NC(=O)Cc1cccn1C)c1ccc([N+](=O)[O-])cc1	0.01	1413	/	-0.7%	/	1.2%	/	6%	/	-4%
CC(NCc1ccc(S(N)(=O)=O)cc1)C(=O)Nc1cccc(Cl)c1 (stereo not given)	-0.04	941	/	0.2%	/	1.1%	/	24%	/	-5%
N#Cc1ccc(Cn2ccnc2C(=O)Nc2ccccc2)cc1	-0.59	1199	9%	-1.5%	9%	0.7%	1.1	21%	/	-9%
CCOC(=O)c1cc(C(=O)OCC)c(=O)[nH]c1C	0.21	1112	-5%	-0.2%	-17%	2.1%	1	5%	-1.9%	-9%
COCCn1c(=S)[nH]c2sc3c(c2c1=O)CCC(C)C3 (stereo not given)	/	/	/	-0.1%	/	10%	/	24%	/	2%
CN(C(=O)Cn1cnc([N+](=O)[O-])n1)C1CCCCC1	/	/	/	0.0%	/	-0.3%	/	-8%	/	0%
COc1ccc(NC(=S)NCCCN2CCCC2)cc1	0.4	1508	-14%	0.5%	-1%	-0.2%	1.1	12%	0.7%	-5%
CCOC(=O)c1ccc(NC(=S)Nc2cc(C)cc(C)n2)cc1	-0.68	1563	1%	0.7%	3%	0.8%	1.1	0%	1.2%	-8%
Cc1cc(C(=O)Nc2ccc(OCc3ccccc3)cc2)c(C)o1	-0.39	1678	15%	-1.3%	12%	5.5%	1	5%	1.1%	-11%
CCOC(=O)CN1C(=O)N[C@@H](c2ccccc2)C(C(=O)OC)=C1C	0.69	1367	13%	0.1%	4%	1.5%	1.1	-1%	-4.9%	7%
C=C(C)c1ccccc1NC(=O)CCN1C(=O)c2ccccc2S1(=O)=O	/	/	/	0.1%	/	0.6%	/	2%	/	1%
